ABHD4 inh = ABHD4 inhibitors, primary screen, biochemical, fluorescence polarization, mouse. (Lyso)-N-acylphosphatidylethanolamine lipase (Mus musculus), Q8VD66. inhibition, % at 8.92 µM. hit rate 0.54% among 370,000. AID 720543, 2013. purified mABHD4, FP-Rh probe fluorescence polarization;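 active means inhibition exceeding the mean over every tested compound plus 3 SD, cut at about 30% in these data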;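 further: 0% = plate median of compound wells and 100% = S159A mutant with DMSO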
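System: mouse ABHD4 enzyme, wild type / Medium: HEPES pH 7.0, NaCl, Pluronic buffer / Reagent: FP-Rh activity-based fluorescent probe / Control set: S159A mutant high control, sample median low control / Detection: fluorescence polarization with parallel and perpendicular emission, 525/598 nm / Schedule: 45 min + 60 min at 25 °C / Compound dosing: 8.92 µM, single dose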
TDP2 absorb = human TDP2 enzyme inhibitors, primary screen, biochemical, epi absorbance, recombinant enzyme. T5PNP hydrolysis, p-nitrophenol absorbance 415 nm. inhibition, % at 12.8 µM. Tyrosyl-DNA phosphodiesterase 2 (Homo sapiens), O95551. hit rate 0.34% among 370,000. AID 720702, 2013;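 active means inhibition above the mean of all tested compounds plus 3 SD, set per campaign, cut at about 25% in these data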;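 further: 0% = DMSO with enzyme and 100% = buffer with substrate but no TDP2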
Target sequence (O95551 whole entry, looked up): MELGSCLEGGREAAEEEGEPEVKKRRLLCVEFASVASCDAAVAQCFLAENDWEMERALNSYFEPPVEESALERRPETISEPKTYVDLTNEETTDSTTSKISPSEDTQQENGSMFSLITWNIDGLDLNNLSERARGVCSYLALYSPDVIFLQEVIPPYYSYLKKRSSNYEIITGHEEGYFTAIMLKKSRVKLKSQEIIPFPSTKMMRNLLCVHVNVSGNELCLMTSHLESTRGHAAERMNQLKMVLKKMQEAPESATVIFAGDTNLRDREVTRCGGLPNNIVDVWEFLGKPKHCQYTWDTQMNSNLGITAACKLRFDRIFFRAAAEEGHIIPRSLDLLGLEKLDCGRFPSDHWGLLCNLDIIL
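System – recombinant human TDP2 · Quantity – TDP2 enzyme at 120 nM final · Doses – single concentration, 12.8 µM nominal, with 1% DMSO · Incubation – 2 h at 37 °C · Measured by – epi absorbance of p-nitrophenol freed from T5PNP by hydrolysis · Read-out – % inhibition relative to enzyme-containing and enzyme-free wells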
PRMT1 FP inh = PRMT1 methyltransferase inhibitors, primary screen, biochemical, fluorescence polarization | Protein arginine N-methyltransferase 1 (Homo sapiens), Q99873 | recombinant PRMT1, activity-based probe fluorescence polarization | inhibition, % at 2.79 µM | hit rate 1.3% among 370,000;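 active means inhibition above about 21% made by adding two undisclosed values, limit read from the data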
GC-B act = human GC-B receptor activators, primary screen, HEK293 GC-B cells, cGMP TR-FRET, EC30 CNP | hit rate 0.11% among 370,000 | 0% at EC30 CNP, 100% saturating CNP | Atrial natriuretic peptide receptor 2 (Homo sapiens), P20594 | activation, % at 10 µM;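 active means activation at 10 µM reaching about 35% in either raw or pattern-adjusted values, limit read from the data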
SIAE primary = human SIAE inhibitors, primary screen, biochemical, fluorescence polarization, FP-Rh probe, 1536-well HTS | Sialate O-acetylesterase (Homo sapiens), Q9HAT2 | SIAE FP-Rh probe binding | inhibition, % at 9.66 µM | hit rate 0.69% among 370,000 | AID 1053197, 2014;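 active means inhibition above a cutoff: mean of compounds within the control limits plus 3 SD of those, cut at about 17% in these data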;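 further: 0% = plate median of compound wells and 100% = probe without SIAE protein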
Target sequence (Q9HAT2 whole entry, looked up): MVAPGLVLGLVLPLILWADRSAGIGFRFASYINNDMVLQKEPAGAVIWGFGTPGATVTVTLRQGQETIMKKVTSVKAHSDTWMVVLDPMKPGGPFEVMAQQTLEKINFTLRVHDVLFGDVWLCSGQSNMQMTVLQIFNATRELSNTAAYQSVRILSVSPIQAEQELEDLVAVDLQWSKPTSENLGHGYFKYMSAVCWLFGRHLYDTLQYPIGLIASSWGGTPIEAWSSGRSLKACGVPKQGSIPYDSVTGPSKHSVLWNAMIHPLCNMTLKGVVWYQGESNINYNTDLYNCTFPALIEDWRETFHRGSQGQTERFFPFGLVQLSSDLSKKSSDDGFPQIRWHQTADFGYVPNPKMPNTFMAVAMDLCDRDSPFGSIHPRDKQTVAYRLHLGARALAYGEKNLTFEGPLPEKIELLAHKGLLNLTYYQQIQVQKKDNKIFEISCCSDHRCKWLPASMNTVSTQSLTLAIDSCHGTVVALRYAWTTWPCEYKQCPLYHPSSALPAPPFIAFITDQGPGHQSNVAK
HTRA1 inh = HTRA1 serine protease inhibitors, primary screen, biochemical, fluorescence polarization, HTS. Q92743. recombinant HTRA1, FP-rhodamine activity-based probe. inhibition, % at 5.96 µM. hit rate 0.5% among 340,000. AID 504803, 2011; in the data active means inhibition above about 36%;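 further: 0% = enzyme with DMSO and 100% = wells lacking enzyme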
MBD2 DNA inh = inhibitors of MBD2 binding to methylated DNA, primary screen, biochemical, TR-FRET, DNA-binding domain, human. Methyl-CpG-binding domain protein 2 (Homo sapiens), Q9UBB5. MBD2 binding to methylated oligonucleotide. inhibition, % at 4.4 µM. hit rate 0.31% among 370,000. AID 686964, 2013; in the data active means inhibition above about 13%
LEDGF integ inh = blockers of LEDGF/p75-dependent integrase strand transfer – biochemical, TR-FRET, high throughput, primary screen. HIV-1 integrase (with human LEDGF/p75). TR-FRET IN-LEDGF/p75 DNA integration, Eu/Cy5. inhibition, % at 3.7 µM. hit rate 0.64% among 370,000;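 active means inhibition above the screen-wide mean plus 3 SD, cut at about 13% in these data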;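 further: signal is the Cy5 over europium emission ratio at 671 and 618 nm; 0% = plate median of compound wells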
rCAG binder = binders of r(CAG) RNA repeats, primary screen, biochemical, fluorescence; r(CAG) RNA repeat, TO-PRO-1 dye displacement fluorescence; inhibition, % at 3 µM; hit rate 1.3% among 370,000; AID 651821, 2012;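 active means inhibition above the plate cutoff, the mean of all test compounds on that plate plus 3 SD, cut at about 35% in these data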;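 further: 0% = DMSO alone and 100% = 100 µM mitoxantrone as full dye displacement; higher means more dye released from RNA so lower well fluorescence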
TCR-CD3 inh = inhibitors of human TCR-CD3 interaction, primary screen, biochemical, fluorescence, TAMRA-labeled TCR probe. inhibition, % at 9.4 µM. hit rate 0.37% among 360,000. AID 651800, 2012; in the data active means inhibition above about 19%;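 further: recombinant mutant TCR 2C K166C tagged with TAMRA read by polarization; 0% = receptor in buffer alone and 100% = receptor with positive control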
An asterisk follows results filed as active; · = not tested or not shown. This is a subset, so the mix of outcomes need not match the whole.

SMILES	ABHD4 inh	TDP2 absorb	PRMT1 FP inh	GC-B act	SIAE primary	HTRA1 inh	MBD2 DNA inh	LEDGF integ inh	rCAG binder	TCR-CD3 inh
O=C1CC(c2ccc(S(=O)(=O)N3CCCCC3)cc2)CN1 (stereo unspecified)	2.3	-5.0	5.0	2.4	6.3	-0.4	-4.8	0.6	1.3	-9.2
CCNc1nc(NCc2ccccc2)nc(SCC(=O)Nc2ccccc2)n1	-21.1	-14.7	7.5	-0.4	-11.0	-48.8	9.0	-0.8	-0.1	2.2
CN(C1CCS(=O)(=O)C1)S(=O)(=O)c1ccccc1[N+](=O)[O-] (stereo unspecified)	-4.5	-2.1	1.2	-0.8	-5.6	-1.2	-2.3	-0.7	-0.2	6.0
COc1ccc(C2C(C(=O)c3ccc(C)o3)=C(O)C(=O)N2c2cc(C)on2)cc1OC (stereo unspecified)	2.5	3.8	1.5	-0.4	-23.2	-2.5	0.9	-2.1	7.4	-0.4
CCOC(=O)C1CCCN(C(=O)c2sc(-c3ccccc3)nc2C)CC1 (stereo unspecified)	-2.1	-6.6	-4.8	3.9	0.6	·	-7.5	0.0	-1.3	4.7
CCOc1ccc(S(=O)(=O)NCc2cccnc2)cc1NC(=O)c1ccccc1F	8.9	-9.2	2.5	4.8	-4.8	-4.0	3.6	-5.1	3.5	-4.8
CN(C)C(=O)N1CCCC(C(=O)NCc2ccccc2Cl)C1 (stereo unspecified)	0.6	13.2	-0.5	0.5	-3.1	3.2	1.4	1.0	-0.7	7.3
Cc1cc(C)n(Cc2ccc(C(=O)NCCC3=CCCCC3)o2)n1	-0.1	7.1	0.0	2.1	1.5	3.9	-0.3	-0.2	-9.4	4.0
Cc1ccc(NC(=S)NC2CCN(Cc3ccccc3)CC2)c(C)c1	5.8	1.3	0.6	4.7	-0.4	-0.3	-2.4	0.4	3.8	5.3
O=C(CN1C(=O)C2C3C=CC(C3)C2C1=O)N1CC(=O)N(CCc2ccccc2)C(=O)C1 (stereo unspecified)	0.6	0.9	1.8	1.1	0.4	20.7	-0.9	0.8	-3.3	3.7
O=C(Nc1cccc2ncccc12)C12CC3CC(CC(C3)C1)C2	-7.8	3.8	-2.4	3.1	-1.0	-1.7	2.4	3.2	-1.4	4.8
CN=C1S/C(=C\c2ccc(O)c(Br)c2)C(=O)N1C	-0.3	-2.1	-1.8	-8.7	-10.4	4.2	-4.6	-1.4	1.8	0.5
CCC(C)N1C(=O)CN(C2CCCCCC2)C(=O)C1c1ccccc1F (stereo unspecified)	1.1	2.1	-1.3	-5.8	19.3*	4.5	-5.8	-1.4	-5.5	4.7
Cc1cccc2c(=O)cc(C)n(Cc3ccccc3)c12	-8.8	-6.0	-0.6	-0.6	-6.6	-20.8	1.7	-1.0	-0.8	-5.4
Cc1ccc(C2c3c(n[nH]c3C)C(=O)N2c2ccccc2)cc1 (stereo unspecified)	0.0	-6.9	-0.9	-6.1	-3.8	·	1.8	7.3	2.1	4.0
O=C(/C=C/c1ccc2c(c1)OCO2)N1CCN(c2ccc(Cl)cc2)CC1	-1.6	10.9	-0.4	8.0	4.7	-2.0	-0.5	-2.5	-3.1	13.2
CC(C)C[C@H]1CNC(=S)N1C[C@H]1CCCN1C[C@H](CC(C)C)N1C[C@H](Cc2ccccc2)N(CCc2ccccc2)C1=S	1.0	5.5	3.9	1.4	-1.8	·	2.0	-4.3	3.6	1.6
Cc1ccc(Cl)c(OCC(O)CN(CCO)CCO)c1 (stereo unspecified)	2.1	8.0	0.8	-1.1	-2.7	-0.3	1.3	2.1	-4.4	0.3
O=C1COc2ccc(S(=O)(=O)CCC(=O)N3CCN(c4cccc(C(F)(F)F)c4)CC3)cc2N1	7.0	-18.5	-1.5	-6.6	-3.7	-4.9	3.3	-3.9	-1.5	5.5
CNc1ccc(Br)cc(C(=O)/C=C/c2cccc(OC)c2)c1=O	36.8*	2.3	27.2*	2.9	7.8	39.5*	-2.5	12.3	36.0*	9.7
COc1ccccc1CNC(=O)C(NS(=O)(=O)c1cccc2nsnc12)C(C)C (stereo unspecified)	1.6	8.2	-2.9	4.2	1.1	-5.4	0.8	3.2	-0.7	10.2
CN(C(=O)CCc1ccccc1F)C1CCCN(Cc2ccccc2F)C1 (stereo unspecified)	2.8	-0.3	-2.4	4.5	0.4	-3.1	3.4	6.2	-10.8	-5.2
CN1C(=O)C(CC(=O)Nc2ccc(F)cc2)N(Cc2cccs2)C1=S (stereo unspecified)	0.0	12.5	0.3	-2.0	3.6	0.3	-1.8	1.0	4.7	-1.5
NC(=O)COC(=O)c1cc(S(=O)(=O)N2CCN(c3ccccc3)CC2)ccc1Cl	-6.4	-11.2	2.7	-10.5	-4.5	5.3	4.6	-8.6	4.6	8.0

The last 3 records of the section before lead into the next.
SMILES	ABHD4 inh	TDP2 absorb	PRMT1 FP inh	GC-B act	SIAE primary	HTRA1 inh	MBD2 DNA inh	LEDGF integ inh	rCAG binder	TCR-CD3 inh
CN(C(=O)CCc1ccccc1F)C1CCCN(Cc2ccccc2F)C1 (stereo unspecified)	2.8	-0.3	-2.4	4.5	0.4	-3.1	3.4	6.2	-10.8	-5.2
CN1C(=O)C(CC(=O)Nc2ccc(F)cc2)N(Cc2cccs2)C1=S (stereo unspecified)	0.0	12.5	0.3	-2.0	3.6	0.3	-1.8	1.0	4.7	-1.5
NC(=O)COC(=O)c1cc(S(=O)(=O)N2CCN(c3ccccc3)CC2)ccc1Cl	-6.4	-11.2	2.7	-10.5	-4.5	5.3	4.6	-8.6	4.6	8.0
CCOc1ccc(C(=O)NCC(=O)NNC(=O)CN(C)S(=O)(=O)c2ccc(Cl)cc2)cc1	9.1	20.1	-1.1	4.5	-0.2	3.4	-0.6	1.8	-7.8	7.5
O=C(Cc1ccc(Cl)cc1)Nc1ccc2oc(-c3ccncc3)nc2c1	0.6	6.4	-1.6	-1.4	-2.3	0.1	-1.7	2.0	-1.4	1.8
COC(=O)Nc1nc(-c2ccc(F)cc2)c(C)s1	-1.2	6.4	-4.5	-4.2	-3.6	-1.4	1.7	1.1	-0.2	5.2
C(=N\Nc1nc2ccccc2[nH]1)/c1c[nH]c2ccccc12	13.6	-5.7	1.1	-4.4	20.6*	38.1*	-5.9	-3.7	11.3	4.4
Cc1ccc(CC(=O)O/N=C(\N)c2ccccn2)cc1	-8.9	-5.9	-2.9	4.1	1.3	3.6	0.7	3.4	-2.5	4.9
CCOC(=O)Nc1sc2nc(C)cc(C)c2c1-n1cccc1	-5.9	-4.9	1.9	-6.4	-2.1	-6.9	2.5	0.1	-7.7	1.1
Cc1ccc(-n2cc(CN(C)Cc3nccn3C)c(-c3cccc(C)c3)n2)cc1	13.4	-9.3	1.3	4.1	-6.7	-21.1	-3.5	-3.3	-2.6	-0.1
Cc1ccccc1CNC(=O)/C=C\C(=O)O	0.0	2.8	-0.1	4.7	-2.8	1.1	-5.8	-3.6	0.5	0.1
O=C(OCc1ccccc1)/C(=C/c1cccc([N+](=O)[O-])c1)NC(=O)c1ccco1	0.8	-7.2	3.3	4.0	-1.9	-11.2	-3.9	-4.7	-2.8	-9.9
COc1cc(CC(=O)OCC(=O)Nc2cc([N+](=O)[O-])ccc2Cl)cc(OC)c1OC	-11.8	-3.1	2.4	-5.0	-8.1	3.7	5.7	-1.7	2.6	-11.8
CCC[C@H]1[C@@H](OC(=O)NC2CCCCC2)CC[C@@]23CCCN2C(=O)CCC[C@@H]13	-4.9	6.5	-6.2	-18.0	1.8	·	-0.8	-2.4	·	·
Cc1nnc(Nc2ccc(C(=O)NCCO)cc2)c2ccccc12	2.1	7.4	2.2	5.7	2.1	5.9	-5.4	-0.1	2.3	-0.3
CC(=O)N1CCN(c2ccc([N+](=O)[O-])c(-n3nc(C)cc3C)c2)CC1	3.0	-6.1	-2.8	2.5	12.4	9.7	5.8	-0.1	-3.7	10.2
CCC(=O)Nc1cccc(NC(=S)NC(=O)c2ccc(C)cc2)c1	-9.2	8.2	-1.1	-14.2	-6.4	2.1	1.4	0.3	-1.2	-2.0
CCN(CC)c1nc2n(c(=O)n1)CCN2CC	1.6	15.0	1.4	8.3	0.2	12.7	-2.9	2.1	1.0	6.5
Cn1nnnc1Sc1ncnc2scc(-c3cccc(S(C)(=O)=O)c3)c12	7.7	3.0	2.9	5.1	-4.5	-5.3	2.6	3.2	-0.8	1.9
Cc1cc(C(=O)CSc2ncccn2)c(C)n1-c1cccc(F)c1	2.5	2.8	-0.2	-0.7	-4.7	-0.5	3.6	2.9	-5.0	-1.5
CCCCNC(=O)C1COc2ccccc2O1 (stereo unspecified)	-0.7	4.7	-1.5	0.1	-1.4	-3.6	0.3	-1.9	-1.2	-1.9
Nc1nc(COC(=O)C2CC(=O)N(Cc3ccccc3Cl)C2)nc(Nc2ccccc2)n1 (stereo unspecified)	-1.0	-7.9	-3.9	-3.2	-2.8	-6.4	-2.1	18.4*	-1.3	0.0
CCOC(=O)C1(C)NC(c2ccc(OC)cc2OC)C2C(=O)N(c3cccc(OC)c3)C(=O)C21 (stereo unspecified)	-1.3	-5.1	-2.6	-1.5	1.6	1.1	1.4	-1.0	-4.6	5.7
COc1ccc(C)cc1S(=O)(=O)Nc1ccccc1C	-9.5	-7.0	-1.3	-1.6	-4.0	-0.9	-2.7	8.7	-2.8	7.1
Cc1nc(SCC(=O)N2CC(C)OC(C)C2)nc(C)c1C (stereo unspecified)	-1.7	-7.3	1.5	1.4	-0.2	-0.9	1.3	2.7	2.6	-2.9
CC1COC(C)(CC(=O)NN2C(=O)c3ccccc3C2=O)O1 (stereo unspecified)	9.9	-4.5	1.7	2.1	-5.4	2.9	-2.5	-6.4	1.0	-7.0
Cc1cc(C)cc(N(C(=O)CNC(=O)c2ccco2)C(C(=O)NC2CCCCC2)c2cccnc2)c1 (stereo unspecified)	-5.2	-2.9	-2.9	-8.4	-5.2	-3.5	-1.1	-3.8	-0.7	9.0
Cc1ccc(-c2csc(NC(=O)C[n+]3cc(-c4ccccc4)n4c3CCC4)n2)cc1	6.5	-2.9	0.8	-0.4	1.1	·	-1.6	3.4	15.8	4.0
COc1ccc(CCN(C)C(=O)/C=C/c2c(Cl)nc3ccccn23)cc1OC	3.6	-0.8	-4.0	-4.7	3.1	-1.8	-2.0	0.8	-4.7	7.5
